Assay outcomes from PubChem.
MrgX1 ag – agonists of human MrgX1 receptor, primary screen, HEK293 cells, Fluo-4 calcium flux | B-score at 10 µM | 0.44% of 310,000 active | Fluo-4 calcium fluorescence, agonist mode; hits give high values | AID 588627, 2011;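 active = calcium response B-score plate-corrected fluorescence ratio at least 3 library SD, with starting fluorescence B-score inside 5 SD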
Target sequence (Q96LB2 whole entry, looked up): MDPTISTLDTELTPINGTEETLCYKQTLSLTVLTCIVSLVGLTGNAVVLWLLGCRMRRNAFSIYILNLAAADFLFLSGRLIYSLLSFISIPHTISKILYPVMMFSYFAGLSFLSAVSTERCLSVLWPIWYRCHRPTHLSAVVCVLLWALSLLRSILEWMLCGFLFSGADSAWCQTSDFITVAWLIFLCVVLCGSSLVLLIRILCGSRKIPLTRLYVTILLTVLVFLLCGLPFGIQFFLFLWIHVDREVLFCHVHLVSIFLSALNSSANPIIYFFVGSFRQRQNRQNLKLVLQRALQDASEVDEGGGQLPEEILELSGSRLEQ
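System: HEK293 cells stably expressing human MrgX1 receptor; Dosing: test compound in the initial addition of three; Schedule: overnight plating, then 30 min 37 °C plus 30 min room-temperature dye loading; Detection: kinetic calcium dye fluorescence, Fluo-4 NW; Controls: per-plate positive and negative controls for Z′ factor.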
TRPC6 activator – mouse TRPC6 channel activators, primary screen, cell-based, HEK293, membrane potential dye; AID 2550, 2010; B-score at 10 µM; HEK293-TRPC6 membrane potential dye fluorescence; hits give high values; 0.13% of 310,000 active; Short transient receptor potential channel 6 (Mus musculus), Q61143;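 active = B-score of the integrated fluorescence ratio above library mean plus 3 SD, and starting fluorescence ratio within library mean plus 5 SD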;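 also: higher score means more depolarization so channel activation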
MrgX1 antagonist – antagonists of human MrgX1 receptor, primary screen, HEK293 cells, Fluo-4 calcium flux. Mas-related G-protein coupled receptor member X1 (Homo sapiens), Q96LB2. BAM8-22 antagonism; hits give low values. B-score at 10 µM. 1.3% of 310,000 active;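 active = calcium-response B-score plate-corrected more than 3 library SD below zero, starting fluorescence within 5 deviations, no agonist response on first addition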;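 also: peak minus trough fluorescence over baseline after final BAM8-22 challenge near maximal dose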
PolyA inhibitor – polyadenylation inhibitors in yeast reporter cells, primary screen, luminescence, S. cerevisiae; S. cerevisiae SKY197-pL101 polyadenylation reporter, beta-gal luminescence; efflux-impaired pdr1/pdr3 knockout yeast; score 100 = 6 SD above DMSO; calls only at 12 µM; 0.02% of 300,000 active; AID 1875, 2009;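 active = lowest replicate activity score at least 50, where 100 means six control SD above control mean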;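 also: yeast exposed to compound for 9 h at 30 °C; higher score means more reporter readthrough which indicates perturbed polyadenylation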
MrgX1 allo act – positive allosteric modulators of MrgX1, primary screen, HEK293 cells, Fluo-4 calcium flux; AID 588675, 2011; B-score at 10 µM; FDSS; hits give high values; 0.63% of 310,000 active;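 active = plate-corrected calcium response at least 3 library SD above typical, normal starting fluorescence, not activating the receptor alone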;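 also: compound read alongside a low EC10 to EC30 dose of BAM8-22 agonist; peak minus trough fluorescence over baseline measured at the second addition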
TRPC4 block – inhibitors of mouse TRPC4 channel, primary screen, Fluo4 calcium, HEK293 TRPC4beta/mu-opioid cells; DAMGO-evoked Fluo4 calcium flux; hits give low values; B-score at 10 µM; 0.39% of 300,000 active; Short transient receptor potential channel 4 (Mus musculus), Q9QUQ5;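 active = B-score over 3 SD under the library average, no early fluorescence shift, positive overall ratio signal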
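Material: HEK293 cells with stable TRPC4beta plus mu-opioid receptor expression / Probe or stimulus: DAMGO in two steps, submaximal then maximal / Compound: single concentration per test compound / Technique: kinetic Fluo4 fluorescence imaging of calcium influx / Read-out: per-well B score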
TRPC4 act – activators of mouse TRPC4 channel, primary screen, Fluo4 calcium, HEK293 TRPC4beta/mu-opioid cells; Short transient receptor potential channel 4 (Mus musculus), Q9QUQ5; Fluo4 calcium fluorescence; hits give high values; B-score at 10 µM; 0.49% of 310,000 active; AID 2237, 2010;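 active = B-score above 5 SD of library B-scores, and initial fluorescence ratio not above library mean plus 5 SD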;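 also: positive B-score marks a calcium rise read as TRPC4 activation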
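Material: HEK293 stable line with TRPC4beta plus mu-opioid receptor; technique: Fluo4 calcium-sensitive dye fluorescence, kinetic, 1 Hz baseline; timing: Fluo4 dye loading 45 min at room temperature, 110 s recording; controls: assay buffer as low control, maximal DAMGO as high control; read-out: integrated baseline-normalised fluorescence ratio, converted to per-well B score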
TRPC6 inhibitor – mouse TRPC6 channel inhibitors, primary screen, cell-based, HEK293, membrane potential dye. Short transient receptor potential channel 6 (Mus musculus), Q61143. ACh-evoked depolarization; hits give low values. B-score at 10 µM. 1.1% of 310,000 active. AID 2553, 2010;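 active = B-score under library mean minus 3 SD, initial fluorescence not abnormally high, positive integrated signal ratio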;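 also: B-score derived from integrated fluorescence ratio over the kinetic read; more negative B-score means stronger inhibition of depolarization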
HIF activator – HIF pathway transcriptional activators, primary screen, cell-based, U2OS HRE-luciferase, luminescence; U2OS HRE-luciferase reporter; normalized: DMSO 0%, desferrioxamine 100%; activation, % at 7.5 µM (by protocol); 0.32% of 300,000 active; AID 1910, 2009;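 active = mean activation of at least 10% of the iron chelator positive control signal, with at least half of replicates also reaching 10%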
TRPC4 potent – positive allosteric modulators of TRPC4, primary screen, cell-based, mouse TRPC4beta, HEK293 mu-opioid, Fluo-4 calcium. AID 2227, 2009. B-score at 10 µM. 0.42% of 310,000 active. DAMGO EC20, Fluo-4 Ca2+ flux; hits give high values. Short transient receptor potential channel 4 (Mus musculus), Q9QUQ5;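 active = B-score of calcium response area above 5 SD of library B-scores, with initial fluorescence ratio within 5 SD of library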;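 also: B-score of integrated fluorescence ratio over time as area under calcium response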
AI-2 QS modul – Vibrio harveyi AI-2 quorum sensing modulators, primary screen, JMH597 strain, luminescence/OD600 ratio; Vibrio harveyi JMH597 AI-2 luminescence/OD600 ratio, 9 h; hits give low values; strain lacks LuxN and CqsS sensors; 0 = neutral-control median; activity change, % at 7.5 µM; 0.4% of 300,000 active; in the data active = activity change below about -75%, passing the limit was not always enough;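 also: luminescence divided by OD600 gain over 9 h not by final OD600 alone; inactives centre near 13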
* marks the source's active call; other numbers are inactive results; i = inactive; x = not tested or not shown.

SMILES	MrgX1 ag	TRPC6 activator	MrgX1 antagonist	PolyA inhibitor	MrgX1 allo act	TRPC4 block	TRPC4 act	TRPC6 inhibitor	HIF activator	TRPC4 potent	AI-2 QS modul
CC1Cc2ccccc2N1C(=S)NC(=O)C1(C)CC1(Cl)Cl (stereo not given)	i	i	i	i	i	i	i	i	0.2	i	27.9
CCn1c2ccccc2c2nnc(NN)nc21	i	i	i	i	i	i	45*	i	0.2	15*	29.1
COc1ccc(C)cc1S(=O)(=O)N1CCN(C(=O)c2ncoc2-c2ccccc2F)CC1	i	i	i	i	i	i	i	i	-0.4	i	4.1
COC(=O)c1cc(Cc2ccc(N)c(C(=O)OC)c2)ccc1N	i	i	i	i	i	i	i	i	1.4	i	22.0
N/C(=N\N=C\c1ccc(Br)o1)c1nonc1N	i	i	i	i	i	i	i	i	3.1	i	9.4
CC1=C(c2ccc(C(C)C)cc2)S(=O)(=O)N=C1N1CCN(C(=O)c2ccco2)CC1	i	i	i	i	i	i	i	i	-0.3	i	8.2
COc1ccccc1CN(C)C(=O)c1cc(C)nc2ccccc12	i	i	i	i	i	i	i	i	-0.3	i	7.7
COc1ccc(CNC(=O)[C@H](Cc2ccccc2)NC(=O)C2CCN(C(=O)[C@H](C)N)CC2)cc1	i	i	i	i	i	i	i	i	0.0	i	29.6
CC(=O)c1c(N2CCN(Cc3ccccc3)CC2)nc(=S)n(Cc2ccccc2)c1C	i	i	i	i	i	i	i	i	0.4	i	-15.4
CCc1ccc(NC(=O)C2CCCCC2C(=O)O)cc1 (stereo not given)	i	i	i	i	i	i	i	i	-0.2	i	29.8
O=C(NCCC1=CCCCC1)C1CCC(CNS(=O)(=O)c2ccccc2)CC1 (stereo not given)	i	i	i	i	i	i	i	i	-1.7	i	21.8
Cc1ccc2oc(=O)n(Cc3ccccc3OC(C)C)c2c1	i	i	i	i	i	i	i	i	-0.9	i	23.8
COc1ccccc1C(=O)N(Cc1ccc(Cl)cc1)C1CCS(=O)(=O)C1 (stereo not given)	i	i	i	i	i	i	i	i	0.6	i	15.8
Cc1cc(C(=O)N2CCN(c3ncccn3)CC2)cs1	i	i	i	i	i	i	i	i	-0.4	i	11.3
CCC(CC)C(=O)N=C1SC2CS(=O)(=O)CC2N1CCc1ccc(OC)c(OC)c1 (stereo not given)	i	i	i	i	i	i	i	i	-0.1	i	4.1
CCN1CCN(c2nc(N)c([N+](=O)[O-])c(Nc3cccc(C)c3)n2)CC1	i	i	i	x	i	i	i	i	-0.1	i	20.0
C/C(=N\NC(=O)c1c(Cl)cnn1C)c1ccc(NC(=O)c2ccc(Br)o2)cc1	i	i	i	i	i	i	i	i	1.7	i	14.6
Cc1cc(N2CCCC2)nc(N2C3CCC2CC(O)(c2ccc(F)cc2)C3)n1 (stereo not given)	i	i	i	i	7.98*	i	i	i	-0.5	i	9.7
CC(=O)c1ccc(NS(=O)(=O)c2cc(-c3cnc(C4CC4)o3)ccc2C)cc1	i	i	i	i	i	i	i	i	0.3	i	0.1
O=C(C1CCCN(S(=O)(=O)c2cc(Cl)ccc2Cl)C1)N1CCCCCC1 (stereo not given)	i	i	i	i	i	i	i	i	0.1	i	30.7
O=C(OCC(=O)N(CCc1ccccc1)Cc1ccccc1)c1ccccc1[N+](=O)[O-]	i	i	i	i	i	i	i	i	1.1	i	29.1
O=C(Nc1ccc(OC(F)F)cc1)c1ncc(Cl)c(Cl)c1Cl	i	i	i	i	i	i	i	i	0.2	i	6.8
CCOc1cccc(C(=O)Nc2cc(C)ccc2NC(=O)c2ccco2)c1	x	i	x	i	x	i	i	i	0.4	i	22.8
COC(=O)CCN(C(C)=O)c1ccc(N)cc1	i	i	i	i	i	i	i	i	-0.2	i	19.4
COC(=O)c1ccc(COC(=O)CNC(=O)c2cccs2)cc1	i	i	i	i	i	i	i	-6.21*	-0.3	i	26.0
SMILES	MrgX1 ag	TRPC6 activator	MrgX1 antagonist	PolyA inhibitor	MrgX1 allo act	TRPC4 block	TRPC4 act	TRPC6 inhibitor	HIF activator	TRPC4 potent	AI-2 QS modul
O=C(Cn1c(=O)n(Cc2ccco2)c(=O)c2ccccc21)Nc1cccc(Cl)c1	i	i	i	i	i	i	i	i	x	i	15.9
Cc1cccc(CN2CCN(C(=O)CCl)CC2)c1	i	i	i	i	i	i	i	i	-0.9	i	8.7
Cc1ccc(N(C(=O)c2snc(C(N)=O)c2N)C(C(=O)NCC2CCCO2)c2ccc3ncccc3c2)cc1 (stereo not given)	x	i	x	i	x	i	i	i	2.4	i	6.4
CCOc1cc(S(=O)(=O)NCc2ccc(OC)cc2)c(OCC)cc1-n1cnnn1	i	i	i	x	i	i	i	i	-0.1	i	18.6
COc1cccc(/C(O)=C2/C(=O)C(=O)N(Cc3cccnc3)C2c2ccco2)c1 (stereo not given)	i	i	i	x	i	i	i	i	1.2	i	8.8
CCOC(=O)C1CCCCN1Cc1ccc(OC)c(OC)c1OC (stereo not given)	i	i	i	i	i	i	i	i	-0.2	i	30.9
CCN(c1ccc(OC)cc1)S(=O)(=O)c1ccc2c(c1)NC(=O)CS2	i	i	i	i	i	i	i	i	1.4	i	8.4
CC(C)(C)c1ccc(OCC(=O)NNC(=O)CCc2ccccc2)cc1	i	i	i	i	i	i	i	i	-0.2	i	-33.3
COc1cccc(CNC(=O)C2CCN(S(=O)(=O)N3CC(C)CC(C)C3)CC2)c1 (stereo not given)	i	i	i	i	i	i	i	i	0.2	i	23.6
CCc1nnc(SCC(=O)N2CCc3ccccc32)n1CC	i	i	i	i	i	i	i	i	-0.1	i	21.7
CC1=NN2C(=N)/C(=C\c3cc(C)n(-c4ccccc4)c3C)C(=O)N=C2S1	i	i	i	i	i	i	i	i	0.4	i	9.1
CCn1c(SCC(=O)O)nnc1-c1cccnc1	i	i	i	i	i	i	i	i	0.3	i	13.4
COc1ccc(Nc2nccc(-c3cccc(N)c3)n2)cc1	i	i	i	i	i	i	i	i	-7.6	i	-3.0
O=Nc1c(O)n(Cc2ccc(Cl)cc2Cl)c2ccccc12	i	i	i	i	i	i	i	i	0.1	i	20.6
CCOC(=O)Cn1nnc(-c2ccccc2)n1	i	i	i	i	i	i	i	i	-0.6	i	-0.2
C=CCOc1ccc(C=Nc2ccc(C)c(Cl)c2)c(O)c1	i	i	i	i	i	i	i	i	2.2	i	33.7
COc1cccc(NC(=O)CN(C)C(=O)c2ccc(-c3ccccc3Cl)o2)c1	i	i	i	i	i	i	i	i	0.2	i	4.9
Cc1ccc2c(c1)NC(=O)C(CC(=O)NCc1ccc(F)cc1)O2 (stereo not given)	i	i	i	i	i	i	i	i	-0.3	i	10.9
COc1ccccc1-c1nnc(SC(C(=O)c2c[nH]c3ccccc23)c2ccccc2)n1C (stereo not given)	i	i	i	i	i	i	i	i	-0.4	i	9.4
Cc1cc(Oc2ccc([N+](=O)[O-])cc2)nc(N2CCOCC2)n1	i	i	i	i	i	i	i	i	-0.1	i	18.6
CC(NC(=O)c1nn(C)c2c1CS(=O)(=O)c1ccccc1-2)c1ccccc1 (stereo not given)	i	i	i	i	i	i	i	i	0.3	i	x
COC(=O)c1cnc(NNS(=O)(=O)c2ccc(Cl)cc2)nc1C(F)(F)F	i	i	i	i	i	i	i	i	0.0	i	22.0
CCOC(=O)N/N=C/c1c[nH]c2ccccc12	i	i	i	i	i	i	i	i	1.2	i	14.6
CC(C)NC(=O)c1ccccc1NC(=O)Cc1ccc([N+](=O)[O-])cc1	i	i	i	i	i	i	i	i	-0.4	i	3.2
O=C(NCCCN1CCOCC1)c1cc2cc(Br)ccc2oc1=O	i	i	i	i	i	i	i	i	-43.5	i	2.5
SMILES	MrgX1 ag	TRPC6 activator	MrgX1 antagonist	PolyA inhibitor	MrgX1 allo act	TRPC4 block	TRPC4 act	TRPC6 inhibitor	HIF activator	TRPC4 potent	AI-2 QS modul
Cc1ccc(N2C(=O)c3ccc(C(=O)N4CCOCC4)cc3C2=O)cc1C	i	i	i	i	i	i	i	i	-0.3	i	28.8
CC(C)c1ccc(CN2CCC(C(=O)NCc3cccnc3)CC2)cc1	i	i	i	i	i	i	i	i	-0.4	i	30.7
O=C(CSCc1ccc([N+](=O)[O-])cc1)NN=C1CCCCCC1	i	i	i	i	i	i	i	i	-0.3	i	-0.5
O=C(NCCNC(=O)c1cnccn1)c1ccc(Cl)cc1	i	i	i	i	i	i	i	i	0.5	i	15.0
COc1cc2c(cc1OC)/C(=C/C(=O)c1ccccc1F)NCC2	i	i	i	i	i	i	i	i	3.1	i	26.6
Cc1ccccc1OCCNc1ccc(C(F)(F)F)cc1[N+](=O)[O-]	i	i	i	i	i	i	i	i	0.4	i	14.9
CN(C)c1ccc(NC(=O)c2ccc([N+](=O)[O-])cc2Cl)cc1	i	i	i	i	i	i	i	i	0.7	i	12.7
CCc1cccc(CC)c1NC(=S)/C(=C(\[O-])c1ccc(Cl)s1)[n+]1ccccc1	i	i	i	i	i	i	i	i	-0.1	i	26.2
COc1cc(CNc2cc(C)ccc2C)cc(OC)c1OC	i	i	i	i	i	i	i	i	0.0	i	-6.4
O=C(NCCN1CCc2ccccc2C1)Nc1ccc(F)cc1	i	i	i	i	i	i	i	i	0.0	i	20.9
COC(=O)c1cc(COc2ccc3oc(C)c(C(=O)OC(C)C)c3c2)c(C)o1	i	i	i	i	i	i	i	i	-0.1	i	6.5
O=C(COc1ccc(F)cc1)N1CCC(Cc2ccccc2)CC1	i	i	i	i	i	i	i	i	0.2	i	11.3
O=C(O)c1ccccc1C1Nc2ccccc2C(=O)N1CCCN1CCOCC1 (stereo not given)	i	i	i	i	i	i	i	i	-0.6	i	22.0
Cc1ccc(NC(=O)CCNS(=O)(=O)c2ccc3c(c2)c(=O)n(C)c(=O)n3C)cc1C	i	i	i	i	i	i	i	i	-1.1	i	21.5

This is a subset (hit frequency here may not be typical).
